Bioassay records (PubChem BioAssay)
AHR activator – activators of human aryl hydrocarbon receptor. AHR-responsive luciferase reporter cells, luminescence. activation, % at 5 µM. hit rate 2.5% among 320,000. AID 2796; in the data active means activation above about 47%;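 further: 0% = vehicle wells and 100% = reference agonist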
RPL19A-GFP yeast – yeast TOR pathway RPL19A-GFP modulation; hit rate 0.3% among 330,000; AID 2025; S. cerevisiae RPL19A-GFP strain, flow cytometry, 3 h; stronger effect = lower value; percent response vs DMSO, % at 10 µM;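 active means percent response vs DMSO below 50%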;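 further: median channel GFP fluorescence of the barcoded RPL19A-GFP strain; ratio of sample median GFP to plate DMSO average so 100% = DMSO; lower means less RPL19A-GFP as with rapamycin TOR inhibition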
LAP4 TOR yeast – modulators of TOR pathway LAP4-GFP in S. cerevisiae; S. cerevisiae LAP4-GFP multiplex, flow cytometry GFP, 3 h; median GFP as percent of DMSO wells; GFP response vs DMSO, % at 10 µM; hit rate 0.34% among 320,000; AID 2023;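 active means GFP response vs DMSO above a set limit, about the screen mean plus 3 SD, cut at about 150% in these data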
proCasp3 act – procaspase-3 (human) activation | P42574 | recombinant procaspase-3 D3A, Ac-DEVD-pNA absorbance 405 nm | activation, % at 8.5 µM | hit rate 0.11% among 330,000;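 active means activation above the mean of all tested compounds plus 3 SD, cut at about 21% in these data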;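 further: 0% = DMSO alone and 100% = DMSO wells spiked with extra 5 µM PC-3 D3A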
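Evaluation: percent activation relative to control range; Material: Procaspase-3 D3A mutant, all three cleavage aspartates alanine; Compound: single dose, 8.5 µM nominal compound, 0.8% DMSO; Replication: one well per compound; Signal: absorbance at 405 nm, 0 and 120 min; Schedule: 1 h preincubation plus 2 h reaction at 25 °C.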
ZTA DNA inh – ZTA (EBV) inhibition in EBNA-1 counter-screen; P03206; ZTA-DNA binding, fluorescence polarization; inhibition, % at 11 µM; hit rate 0.15% among 320,000; in the data active means inhibition above about 33%
proCasp7 act – activates human procaspase-7, counter-screen for procaspase-3 activators. P55210. recombinant procaspase-7, Ac-DEVD-pNA absorbance 405 nm; D23A/D198A/D206A triple mutant, cannot self-cleave; scale: DMSO 0, 5 µM enzyme 100. activation, % at 8.5 µM. hit rate 0.093% among 330,000;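 active means percent activation above the screen-wide mean plus 3 SD, cut at about 25% in these data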
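Detection: p-Nitroaniline absorbance at 405 nm, read at 0 and 120 min; system: Uncleavable procaspase-7 mutant enzyme; evaluation: % activation from two-timepoint absorbance difference, scaled to controls; times: 1 h enzyme–compound preincubation and 2 h substrate reaction, both 25 °C; buffer or medium: Zinc-free HEPES pH 7.4 with 300 mM NaCl, 0.01% Triton X-100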
MEP2 TOR yeast – yeast TOR pathway MEP2-GFP modulation; S. cerevisiae MEP2-GFP strain, flow cytometry GFP, 3 h; 100% = DMSO control level; GFP response vs DMSO, % at 10 µM; hit rate 0.51% among 330,000; AID 2016;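 active means GFP response versus DMSO above a set limit, roughly screen mean plus 3 SD, cut at about 180% in these data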;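 further: median GFP fluorescence of the barcode-gated MEP2-GFP cells per well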
EBNA-1 inhibitor – blocks EBNA-1 binding to DNA | EBNA-1 DNA binding, fluorescence polarization | inhibition, % at 14.8 µM | hit rate 0.34% among 300,000 | AID 1950; in the data active means inhibition above about 28%
Active calls of the source: *; . = no result given. Hits appear at their usual frequency (roughly 3.8% active in at least one column).

Compound	AHR activator	RPL19A-GFP yeast	LAP4 TOR yeast	proCasp3 act	ZTA DNA inh	proCasp7 act	MEP2 TOR yeast	EBNA-1 inhibitor
Cc1noc(NC(=O)c2ccccc2C(F)(F)F)c1C#N	2	109	92	12	12	6	103	3
COc1ccc(CCNC(=O)C(=O)NCC2OCCN2S(=O)(=O)c2ccc(F)cc2)cc1 (stereo unspecified)	2	100	106	-3	0	11	101	3
O=C1[C@H]2[C@@H](c3ccc(Cl)cc3)N3C(=O)N(c4cccc(Cl)c4)C(=O)[C@@]3(Cc3ccc(Cl)cc3)[C@H]2C(=O)N1C1CCCCC1	3	98	126	1	-5	2	98	11
O=C(c1cccnc1)N1CCCc2ccccc21	4	94	105	-7	11	3	99	13
CCCSc1nc2sc3c(c2c(=O)[nH]1)CC(C)(CC)OC3 (stereo unspecified)	15	97	98	8	-2	10	93	-18
Cc1ccc(CN(C(=O)c2ccco2)C(C(=O)NC2CCCC2)c2cccnc2)cc1 (stereo unspecified)	-2	100	97	6	3	-6	101	-10
Cc1cc(C(F)(F)F)nc(CCNC(=O)C2CCC(=O)N(Cc3cccc(F)c3)C2)n1 (stereo unspecified)	-3	103	95	7	12	12	99	-5
O=C(OCc1cccc2ccccc12)C1CC(=O)N(c2ccccc2)C1 (stereo unspecified)	-1	100	89	3	-1	-2	96	-13
O=C(O)CCNC1CCCCC1	-1	105	87	8	-11	14	101	0
COc1cccc(N=Nc2ccc(O)c3ncccc23)c1	9	103	180*	-5	9	16	103	-2
O=C(COc1ccc(S(=O)(=O)N2CCOCC2)cc1)NCCN1CCOCC1	-2	108	96	13	11	14	103	13
CCOC(=O)c1c(N)n(C2CC(C)(C)NC(C)(C)C2)c2nc3ccccc3nc12	-1	96	99	2	1	-1	97	11
CC(/C=C/c1ccccc1)=N/NC(=O)c1cnccn1	6	97	100	4	-4	7	103	-5
CN(N)C(=S)Nc1ccc(F)cc1	2	98	99	10	-14	-1	107	4
O=C(O)CCC(=O)N1CCc2cc(S(=O)(=O)Nc3ccc4c(c3)OCCO4)ccc21	0	98	100	-3	-2	-12	106	3
O=C(NCCNc1ccc(Cl)cc1[N+](=O)[O-])c1cccnc1	20	103	85	1	5	3	99	9
CCc1ccccc1NC1Nc2cc(C)nn2S1 (stereo unspecified)	4	94	109	-2	-2	-7	98	-4
COC(=O)[C@@H](Cc1ccccc1)NC(=O)NCCc1c[nH]c2ccccc12	4	96	.	5	16	1	101	18
COc1ccc(-c2cc(-c3nnc(COC(=O)CC4CCCC4)o3)c3ccccc3n2)cc1OC	20	103	94	-11	14	-16	102	-10
CC(C)CCC1(CCNC(=O)c2cccs2)CCOC(C)(C)C1 (stereo unspecified)	0	112	105	-7	5	6	109	6

No new results follow: 3 of the compounds above.
Compound	AHR activator	RPL19A-GFP yeast	LAP4 TOR yeast	proCasp3 act	ZTA DNA inh	proCasp7 act	MEP2 TOR yeast	EBNA-1 inhibitor
O=C(NCCNc1ccc(Cl)cc1[N+](=O)[O-])c1cccnc1	20	103	85	1	5	3	99	9
CCc1ccccc1NC1Nc2cc(C)nn2S1 (stereo unspecified)	4	94	109	-2	-2	-7	98	-4
COC(=O)[C@@H](Cc1ccccc1)NC(=O)NCCc1c[nH]c2ccccc12	4	96	.	5	16	1	101	18

The list continues:
Compound	AHR activator	RPL19A-GFP yeast	LAP4 TOR yeast	proCasp3 act	ZTA DNA inh	proCasp7 act	MEP2 TOR yeast	EBNA-1 inhibitor
Cc1ccc2c(c1)N(CC(=O)N1CCN(C3CCCCC3)CC1)C(=O)CO2	-1	104	93	-19	11	0	98	2
Cc1noc(C)c1S(=O)(=O)N1CCN(c2ccc(Cl)cc2)CC1	0	96	101	2	-6	4	95	-10
COc1ccc(C2=NS(=O)(=O)N(C)C(C(=O)N3CCCCC3)=C2)cc1OC	4	93	96	7	15	14	98	8
Cn1c(-c2ccc3c(c2)OCO3)cc(=O)c2ccccc21	2	102	102	3	-6	4	104	-5
CCCNC(=O)C1=C(C)C(=O)OC12CCC(C)CC2 (stereo unspecified)	6	101	96	7	0	2	101	-5
COc1cccc(C(=O)NC(=S)Nc2ccc3oc(=O)ccc3c2)c1	0	110	110	-8	7	0	100	-4
COc1ccc(OC)c(NC(=O)CSc2nc(-c3ccccc3)cc(=O)[nH]2)c1	2	108	84	-2	-1	-8	107	-4
NC(=O)c1nsc(C(=O)N(CC(=O)NC2CCCC2)c2ccc(F)c(Cl)c2)c1N	2	99	100	-7	2	1	97	-1
CC(C)(S)[C@@H](N)C(=O)O	-2	103	96	4	.	3	107	.
COc1cc(C2C(C(C)=O)=C(O)C(=O)N2c2ccc(Br)cn2)ccc1O (stereo unspecified)	1	101	98	-5	9	-8	99	-1

In another format: results already given.
Compound: CCCNC(=O)C1=C(C)C(=O)OC12CCC(C)CC2 (stereo unspecified)
  AHR activator: 6 | RPL19A-GFP yeast: 101 | LAP4 TOR yeast: 96 | proCasp3 act: 7 | ZTA DNA inh: 0 | proCasp7 act: 2 | MEP2 TOR yeast: 101 | EBNA-1 inhibitor: -5

Compound: COc1cccc(C(=O)NC(=S)Nc2ccc3oc(=O)ccc3c2)c1
  AHR activator: 0 | RPL19A-GFP yeast: 110 | LAP4 TOR yeast: 110 | proCasp3 act: -8 | ZTA DNA inh: 7 | proCasp7 act: 0 | MEP2 TOR yeast: 100 | EBNA-1 inhibitor: -4

(cont.)
Compound	AHR activator	RPL19A-GFP yeast	LAP4 TOR yeast	proCasp3 act	ZTA DNA inh	proCasp7 act	MEP2 TOR yeast	EBNA-1 inhibitor
O=C(Nc1ccc2nc(-c3ccccc3)oc2c1)c1ccco1	1	94	128	2	8	3	108	-6
O=C(COc1cccc(NC(=O)c2ccco2)c1)c1ccc(F)cc1	20	99	104	-5	8	6	98	-8
Cc1ccc(C(=O)CSc2nc(C(C)C)nc3ccccc23)cc1	-5	98	107	-13	9	-22	97	5
COc1cccc(CNC(=O)CN(C)S(=O)(=O)c2ccc(Br)s2)c1	1	92	91	1	-4	6	104	-1
O=C(c1ccc2[nH]c3c(c2c1)CCCC3)N1CCN(c2ccc(F)cc2)CC1	2	101	97	-2	-7	-3	108	-7
CCO[C@H]1OC(C(=O)NCc2ccccc2)=C[C@@H](c2coc3ccccc3c2=O)[C@@H]1CCCO	4	97	129	-4	3	-6	93	6
CC(=O)c1csc(-c2cccc(-c3nc4ccc(Cl)cn4c3NC3CCCCC3)c2)c1	0	103	112	-5	-3	7	97	-11
N#CC(C(=O)c1ccc(S(=O)(=O)N2CCCCCC2)cc1)c1nc2ccccc2[nH]1 (stereo unspecified)	3	95	98	-11	11	4	91	14
O=C(Nc1ccc(F)cc1)C1CC(=O)n2c(nc3ccccc32)N1 (stereo unspecified)	2	105	94	2	9	-4	106	-4
CC(c1nccs1)N(C)c1nc2nonc2nc1N(C)C (stereo unspecified)	1	98	101	0	-3	9	96	7
Cn1c2ccsc2c2ncn(Cc3ccccc3F)c(=O)c21	-3	84	.	7	.	16	88	.
Cc1ccc(/C=N/NC(=O)c2cccs2)cc1[N+](=O)[O-]	14	102	98	13	4	4	107	-5
O=S(=O)(c1ccc(F)cc1)N1CCN(c2nc(-c3cccnc3)nc3ccccc23)CC1	3	94	94	3	7	6	103	.
COc1ccc(CNC(=O)/C=C/C(=O)O)cc1OC	-3	101	94	-1	7	-4	102	-3
O=C(N/N=C/c1cc([N+](=O)[O-])ccc1O)/C(=C\c1cccs1)NC(=O)c1ccccc1	5	113	95	-3	3	1	105	8
c1ccc(CSc2ncnc3c2cnn3-c2ccccc2)cc1	-3	108	103	-9	-3	5	124	-9
O=C(NCC1CCCN(C(=O)Cc2ccccc2Cl)C1)c1ccc(F)cc1 (stereo unspecified)	5	101	82	3	3	-6	104	-9
COc1ccc(CCNC(=O)CSc2nnc(CNC(=O)c3cccs3)o2)cc1OC	5	101	101	-4	17	-1	108	11
Cc1ccc(CNC(=O)Nc2cccc(C)c2)cc1	10	99	100	-4	5	11	98	-5
O=C(COC(=O)CNC(=O)C1CCCCC1)Nc1ccccc1OC(F)F	1	102	110	0	.	2	97	.
COC/C=C/C1=CC2=CC(=O)C(C)(OC(=O)c3cnc4ccccc4n3)C(=O)C2=CN1Cc1ccc(OC)cc1 (stereo unspecified)	0	107	99	3	-33	-7	108	-8
Cc1cccc(OCCC(=O)NNC(=O)Cn2nc(C)cc2C)c1	3	103	89	6	.	7	102	.
COc1cc2c(cc1O)CC[n+]1cc3c(OC)c(OC)ccc3cc1-2	9	97	131	-2	0	-3	99	12
CC(=O)O[C@H]1C(=O)[C@@]2(C)C([C@H](OC(=O)c3ccccc3)[C@]3(O)C[C@H](OC(=O)[C@H](O)[C@@H](NC(=O)c4ccccc4)c4ccccc4)C(C)=C1C3(C)C)[C@]1(OC(C)=O)CO[C@@H]1C[C@H]2O (stereo partly specified)	-2	100	105	-3	-1	1	104	-10
Cc1ccc(/C=N/NC(=O)c2ccc(N(C)S(=O)(=O)c3ccccc3)cc2)cc1	16	104	107	-4	1	16	105	-16
CCOCCn1c(SCc2cccc(C)c2)nc2c1c(=O)[nH]c(=O)n2C	5	88	99	4	15	7	95	8
CCCCN(C(=O)CSc1nnc(-c2ccco2)o1)c1c(N)n(Cc2ccccc2)c(=O)[nH]c1=O	0	127	113	9	8	10	118	5
CCCn1nnc(NC(=O)C(C)Oc2ccc(Cl)cc2Cl)n1 (stereo unspecified)	3	93	105	-8	-22	4	101	1
O=C(Nc1ccc(Cl)cc1)Nc1cc(S(=O)(=O)N2CCOCC2)ccc1N1CCCC1	10	99	90	-1	-29	2	96	-7
CCOC(=O)C1CCCN(C(=O)c2cc(-c3ccco3)nc3ccccc23)C1 (stereo unspecified)	12	99	97	-14	.	-30	102	.
Cc1ccc(CNC(=O)COC(=O)c2ccc(S(=O)(=O)NCc3ccco3)cc2)cc1	-2	108	111	-1	3	4	109	.
CC(C)CN1C(=O)N(c2ccc(Cl)cc2)C(C)(O)CC1(C)C (stereo unspecified)	10	105	87	6	3	4	108	3
CC(=O)Nc1ccc(OCc2cccc3ccccc23)cc1	-5	95	88	-2	3	-3	107	-14
CCCCCCCCSc1nnc(CSc2nc3nc(C)cc(C)n3n2)o1	0	95	89	0	11	-4	92	2
COc1ccccc1NC(=O)C(=O)NCC1COc2ccccc2O1 (stereo unspecified)	4	100	108	6	2	7	112	6
CCOC(=O)CN1CC23C=CC(O2)C(C(=O)NC2CCCCC2)C3C1=O (stereo unspecified)	0	102	98	2	2	8	97	5
CCCCC(C(=O)NC1CCCC1)N(C(=O)c1snc(C(N)=O)c1N)c1ccc(C)cc1 (stereo unspecified)	-1	101	90	2	6	0	103	-14
CC(C)c1nnc(NC(=O)c2cnccn2)s1	13	104	90	-9	-14	4	106	0
COc1cc2ccc3c(CCN(C)C)cc(OC)c(OC)c3c2cc1OC	3	104	94	3	-7	-4	109	-14
CC(=O)NC(Cc1cc(C)ccc1C)C(=O)N1CCN(C(=O)c2ccccc2Br)CC1 (stereo unspecified)	0	101	87	-1	-10	6	101	-8
COc1ccc(NC(=O)N2CCCc3cccc(C)c32)cc1	2	98	106	-3	13	10	100	0
COc1cc(/C=C/C(=O)OCC(=O)N(C)Cc2ccccc2)cc(OC)c1OC	0	103	108	2	.	-6	109	.
CCN(CC)C(=O)CSc1nnc(-c2cc(OC)cc(OC)c2)o1	15	97	108	-2	-8	13	104	-12
CN(C)C(=O)c1cc(C(=O)c2ccccc2Br)c[nH]1	0	92	94	0	-14	11	97	-2
CN(CCOc1ccccc1)C(=O)c1ccc2c(c1)OCO2	4	99	100	1	11	-6	102	.
O=C1CCC(=O)N1c1ccc(NC2CCN(Cc3ccccc3)CC2)c([N+](=O)[O-])c1	1	101	104	5	4	0	108	-4
CN1Cc2cc(C(=O)c3ccccc3O)cnc2NC1=O	12	.	92	-6	7	0	100	14
